# Kir21 block = Kir2.1 (mouse) channel inhibition | P35561 | HEK293-Kir2.1, FluxOR thallium flux fluorescence; stronger effect = lower value | B-score at 10 µM | 310,000 tested, 0.85% active;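 active = fluorescence ratio B-score at or below minus 3 SD of library scores, with starting-brightness B-score within 2 SD, cut at about -4.2 in these data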;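 note: channel flux triggered by added potassium and thallium sulfate stimulus; B-score of peak minus minimum fluorescence over baseline after thallium stimulus; more negative B-score means stronger Kir2.1 block with less thallium influx; some compounds called inactive have numbers as strong as hits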
# Target sequence (P35561 whole entry, looked up): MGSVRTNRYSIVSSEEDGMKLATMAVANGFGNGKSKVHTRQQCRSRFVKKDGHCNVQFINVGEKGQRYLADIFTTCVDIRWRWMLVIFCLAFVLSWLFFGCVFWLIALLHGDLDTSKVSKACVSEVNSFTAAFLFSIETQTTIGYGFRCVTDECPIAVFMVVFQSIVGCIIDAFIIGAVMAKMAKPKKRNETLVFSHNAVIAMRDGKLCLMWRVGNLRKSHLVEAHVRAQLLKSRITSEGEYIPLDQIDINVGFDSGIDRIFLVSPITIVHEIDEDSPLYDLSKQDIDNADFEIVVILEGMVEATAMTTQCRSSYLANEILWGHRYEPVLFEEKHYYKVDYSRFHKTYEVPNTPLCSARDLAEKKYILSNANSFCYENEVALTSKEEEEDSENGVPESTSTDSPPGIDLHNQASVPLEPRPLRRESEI
# KCNQ2 inh = KCNQ2 channel blockers in CHO-K1 cells – cell-based, FluxOR thallium flux, B-score, primary screen (AID 2156); O88943; 20 min; stronger effect = lower value; B-score at 10 µM; 310,000 tested, 1.1% active;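 active = fluorescence ratio B-score at most minus 3 library SDs, with starting brightness B-score within 2 library SDs, cut at about -5.5 in these data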
# * marks the source's active call; other numbers are inactive results; i = inactive. The list is partial. The share of hits here may be higher or lower than overall.
SMILES | Kir21 block | KCNQ2 inh
Cc1c(N=Cc2c(O)n(Cc3ccc(F)cc3)c(=O)[nH]c2=O)c(=O)n(-c2ccccc2)n1C | 1.3 | i
CCN1C(=O)NC(=O)/C(=C\c2cn(CC(=O)N3CCCC3)c3ccccc23)C1=O | -1 | i
CN1CCN(c2ccc(C(N)=O)cc2[N+](=O)[O-])CC1 | -1.8 | i
CCCC[N+]12CCC(CC1)C(C(=O)c1cccs1)C2 (stereo not drawn) | -4.9* | i
COc1ccc(Cn2c(O)c(C=Nc3c(C)n(C)n(-c4ccccc4)c3=O)c(=O)[nH]c2=O)cc1 | -0.33 | i
CC(C)CCn1c(N)c(C(=O)NCc2cccs2)c2nc3ccccc3nc21 | -0.74 | i
Cc1cccc(-n2c(-c3ccc([N+](=O)[O-])cc3)nc3ccccc3c2=O)c1 | -0.51 | i
OC(Cn1c2ccccc2c2ccccc21)C[n+]1ccccc1 (stereo not drawn) | 1.6 | i
CCN1CCN(c2ccc(N)c(C)c2)CC1 | 0.55 | i
COc1ccc(C(=O)C2(C)N(O)C(C)C(c3cccs3)=[N+]2[O-])cc1 (stereo not drawn) | 0.04 | i
O=c1c2ccccc2nc(/C=C/c2ccc(O)cc2)n1-c1ccccc1O | -1.2 | i
CN(CCc1nnc(N)s1)[N+](=O)[O-] | -0.42 | i
CC/C(=C\C=C\[C@@H]1C=C[C@@H]2CCC[C@H]2[C@@H]1C(=O)c1ccc[nH]1)[C@@H]1O[C@@H]([C@@H](C)C(=O)O)CC[C@@H]1C | -0.5 | i
CC(=NCc1ccc2c(c1)OCO2)c1c(O)n(-c2ccccc2)c(=O)[nH]c1=O | 0.01 | i
CC[C@H](C)/C=C(C)/C=C/C1=CC2=C(Cl)C(=O)[C@@](C)(OC(C)=O)C(=O)C2=CO1 | -2.1 | i
Cc1cc(N2C(=O)C3CCCN3C2c2cccc(Cl)c2)no1 (stereo not drawn) | 0.19 | i
Cc1ccc(-n2c(O)c(C=NCc3ccco3)c(=O)[nH]c2=S)cc1C | 1 | i
CSc1ccc(C(=O)C2CCCN(Cc3ccn[nH]3)C2)cc1 (stereo not drawn) | -0.45 | i
O=C(Cn1cnc2ccccc2c1=O)NCCC(=O)N1CCC2(CC1)OCCO2 | 0.47 | i
CN(C)[C@@H]1C(=O)C(C(N)=O)=C(O)[C@@]2(O)C(=O)C3=C(O)c4c(O)cccc4[C@@](C)(O)C3[C@H](O)C12 (stereo partly drawn) | -0.13 | i
O=C(COc1ccccc1)N1CCN(CC(O)COc2ccccc2)CC1 (stereo not drawn) | 0.02 | i
CN(C)c1ccc(/C=C2/C(=O)NC(=O)N(Cc3ccco3)C2=O)cc1 | 1.2 | i
O=C1NC(=O)N(c2cccc(F)c2)C(=O)/C1=C/c1ccc(N2CCOCC2)cc1 | -1.1 | i
CCCCn1c(O)c(C(CC)=Nc2ccc(OC)cc2OC)c(=O)[nH]c1=O | 0.35 | i
CCN(CC)C(=O)c1ccc(NC(=O)C2=C(C)OCCS2)cc1 | -0.68 | i

# Random excerpt: 4 compounds from above
SMILES | Kir21 block | KCNQ2 inh
O=c1c2ccccc2nc(/C=C/c2ccc(O)cc2)n1-c1ccccc1O | -1.2 | i
O=C(COc1ccccc1)N1CCN(CC(O)COc2ccccc2)CC1 (stereo not drawn) | 0.02 | i
CN(C)c1ccc(/C=C2/C(=O)NC(=O)N(Cc3ccco3)C2=O)cc1 | 1.2 | i
COc1ccc(C(=O)C2(C)N(O)C(C)C(c3cccs3)=[N+]2[O-])cc1 (stereo not drawn) | 0.04 | i

# The results go on.
SMILES | Kir21 block | KCNQ2 inh
COc1ccc(OC)c(N2C(=O)NC(=O)/C(=C\c3ccc([N+](=O)[O-])s3)C2=O)c1 | 0.97 | i
Oc1ccc(CC2(N3CCCC3)CCCCC2)cc1 | 0 | i
c1ccc(-c2ccc(-c3n(-c4ccccn4)c4ccccc4[n+]3-c3ccccn3)cc2)cc1 | -1.5 | -7.7*
COc1ccc(S(=O)(=O)NCc2ccc(C(=O)N3CCC4(CC3)OCCO4)cc2)cc1 | -1.5 | i
COc1c2c(cc3c1OCO3)CC[N+](C)=C2 | -1.2 | i
CC(C)CNc1c2c(nc3ccccc13)CCC2 | -0.08 | i
Cc1ccn2nc(S(=O)(=O)Nc3c(F)cccc3F)nc2n1 | -0.4 | i
COc1ccc(OC)c(C2=NOC(C(=O)N3CCC4(CC3)OCCO4)C2)c1 (stereo not drawn) | -0.07 | i
COP(=O)(Cc1ccc(C#N)o1)OC | 1.8 | i
COc1cc2c(c(OC)c1)C(=O)OC(C)CCCC(=O)CCCCC2 (stereo not drawn) | -1.1 | i
Cc1ccc(CN2CCCN(Cc3ccccc3C)S2(=O)=O)cc1 | -1.9 | i
CC1N=C(c2ccccc2Cl)c2cc(Br)ccc2NC1=O (stereo not drawn) | 1.5 | i
C=CCN1CC[C@]23c4c5ccc(O)c4O[C@H]2/C(=N/NC(=O)c2ccccc2)CC[C@@]3(O)[C@H]1C5 | -0.54 | i
FC(F)(F)c1ccc(CN2CCNCC2)cc1 | 1.8 | i
CCCCCn1c(=O)c(C(=O)NC(C)c2ccccc2)c(O)c2ccccc21 (stereo not drawn) | 1.1 | i
CCOC(=O)c1c(-n2c(C)cc(C=C3C(=O)NC(=S)NC3=O)c2C)sc2c1CCCC2 | -4.8* | i
NNP(=O)(CC(=O)c1ccccc1)c1ccccc1 (stereo not drawn) | -0.5 | i
Cc1ccc(S(=O)(=O)N[C@@H](CCCCN)C(=O)CCl)cc1 | -0.17 | i
C=C1C(O)(c2ccccc2)C2CC[N+]1(C)CC2 (stereo not drawn) | -0.03 | i
Cc1cc(C)n2c(Br)c(CN3CC4CC(C3)c3cccc(=O)n3C4)nc2n1 (stereo not drawn) | -1 | i
O=[N+]([O-])c1ccc(CNCCc2ccccc2)cc1 | -0.05 | i
CC(Cc1ccccc1)NC(=O)CN1CCCC1=O (stereo not drawn) | -0.58 | i
CCCN1CCC[C@@H]2Cc3nc(N)ncc3C[C@H]21 | -1.2 | i
CCOC(=O)c1c(/N=C/C2C(=O)NC(=O)NC2=O)sc2c1CCC2 | 0.83 | i
CCC(=NCCO)c1c(O)n(C2CCCCC2)c(=O)[nH]c1=O | 1.9 | i

# Single records, as listed above:
# `C=CCN1CC[C@]23c4c5ccc(O)c4O[C@H]2/C(=N/NC(=O)c2ccccc2)CC[C@@]3(O)[C@H]1C5` is entered as Kir21 block = -0.54; KCNQ2 inh = i
# `O=[N+]([O-])c1ccc(CNCCc2ccccc2)cc1` is entered as Kir21 block = -0.05; KCNQ2 inh = i

# Next results.
SMILES | Kir21 block | KCNQ2 inh
CC(=O)N1CN2CN(C(C)=O)CC(C(=O)c3ccc(Br)cc3)(C2)C1 | -2.6 | i
CN(C(=O)Oc1ccc([N+](=O)[O-])cc1)c1ccccc1 | -0.04 | i
O=C1CC(=O)N(Cc2ccccc2)C(=O)N1CCCCCCN1C(=O)CC(=O)N(Cc2ccccc2)C1=O | 0.1 | i
CN(C)C(=O)Oc1ccc(-c2cn3cc(C(F)(F)F)ccc3n2)cc1 | 0.65 | i
O=C(CN1CCCC1=O)Nc1ccccc1 | 1.7 | i
Cc1cccc(-n2c(O)c(C=Nc3ccc(S(N)(=O)=O)cc3)c(=O)[nH]c2=O)c1 | 0.15 | i
Cc1c(CC(=O)N2C[C@H]3C[C@@H](C2)c2cccc(=O)n2C3)c(=O)oc2c(C)c(O)ccc12 | -0.02 | i
CCCCCSc1cc(OC)c(CCNC)cc1OC | -8.9* | i
Cc1ccc(N2C(=O)/C(=C/c3ccc(CN(CCC#N)S(C)(=O)=O)o3)C(=O)NC2=S)cc1C | 1.9 | i
N#CCCn1cc(C(=O)O)c(-c2cccc([N+](=O)[O-])c2)n1 | -0.13 | i
CCCCN1CCC(C#N)(Nc2ccccc2)CC1 | -0.37 | i
CCSc1nnc(C(N)Cc2ccccc2)o1 (stereo not drawn) | -0.57 | i
CC12CCCCC1=NC(c1ccc(Br)cc1)N2O (stereo not drawn) | -0.29 | i
CCN(CC)P(=O)(NC(=O)C(Cl)(Cl)Cl)N(CC)CC.[Cl-].[Cl-].[Cl-].[Nd+3] | -0.1 | i
CC1(C)COC(Nc2cccc(Cl)c2)=N1 | 1.4 | i
O=C(O)c1c[nH]c2ccc(S(=O)(=O)N(CCCl)CCCl)cc12 | -1.1 | i
Cc1ccc2c(c1)N(C(=O)CCC(=O)N1CCC3(CC1)OCCO3)CC(C)O2 (stereo not drawn) | 0.56 | i
O=c1[nH]c(=O)n(Cc2ccco2)c(O)c1C=NCc1ccco1 | 1.2 | i
Cc1cccc(-n2c(C)nc3cc(C(=O)N4CCC5(CC4)OCCO5)ccc32)c1 | -2 | i
CCN(CC)c1ccc(N=Cc2c(O)n(-c3ccc(OC)cc3)c(=O)[nH]c2=O)cc1 | -2 | i
CCOc1cccc(N2C(=O)CC(=O)NC2=O)c1 | -0.03 | i
Cc1nc2ncnn2c(C)c1CCC(=O)N1CCC2(CC1)OCCO2 | 1.2 | i
COC(=O)N1C(c2ccccc2)C1c1ccccc1 (stereo not drawn) | 0.53 | i
CC(C)[C@H]1C(=O)O[C@H](C(C)C)C(=O)N(C)[C@@H](C(C)C)C(=O)O[C@H](C(C)C)C(=O)N(C)[C@@H](C(C)C)C(=O)O[C@H](C(C)C)C(=O)N1C | -0.01 | i
Cc1ccc(-n2c(-c3cccs3)nc3ccccc3c2=O)cc1 | 0.21 | i
C=CCn1c(O)c(C(CC)=NCc2ccc3c(c2)OCO3)c(=O)[nH]c1=O | -0.01 | i
COc1cc(C(=O)NC(=S)N2C[C@H]3C[C@H](C2)c2cccc(=O)n2C3)cc(OC)c1OC | 1.4 | i
COP(=O)(OC)C1(Nc2ccc(C)cc2)CCCCC1 | 0.33 | i
O=c1[nH]c(=S)n(Cc2ccc(F)cc2)c(O)c1/C=N/N1CCCCCC1 | -4 | i
c1cncc(CNC2CCCC2)c1 | -0.46 | i
COc1ccc(CCn2c(O)c(C=NCCCN(C)C)c(=O)[nH]c2=O)cc1OC | 0.37 | i
O=c1c(C=NCCN2CCNCC2)c(O)n(C2CCCCC2)c(=O)n1C1CCCCC1 | -2.9 | i
CCS(=O)(=O)N1CCC(C(=O)N2CCC3(CC2)OCCO3)CC1 | -0.01 | i
COc1ccc(Cc2nccc3cc(OC)c(OC)cc23)cc1OC | -8.3* | i
O=C(c1cc(Br)ccc1Cl)N1CCC2(CC1)OCCO2 | -0.14 | i
CCOc1cc2c(cc1OCC)-n1cccc1C(c1ccc(OC)cc1)NC2 (stereo not drawn) | 0.12 | i
CCOC(=O)c1ccc(N=C(C)c2c(O)[nH]c(=O)[nH]c2=O)cc1 | 1.6 | i
c1cncc(CNCCc2ccc3c(c2)OCO3)c1 | 0.56 | i
CC(C)(C)NCC(O)c1cc(Cl)c(N)c(Cl)c1 (stereo not drawn) | 0.12 | i
COc1cc(/C=C/c2nc3ccccc3c(=O)n2-c2cccc(O)c2)ccc1O | -0.23 | i
CCCCn1c(O)c(C(C)=Nc2ccc(OCC)cc2)c(=O)[nH]c1=O | 1.4 | i
Cc1c2ccncc2c(C)c2c1[nH]c1ccccc12 | -0.79 | i
COC(=O)C1=C(c2ccccc2)C[C@@H]2CC[C@H]1N2C(=O)NC1CC1 | -0.3 | i
N=C1c2ccccc2CN1NC(=O)c1ccccc1 | -0.14 | i
Nc1ccc(C2(c3ccc(N)cc3)CCCCC2)cc1 | 0.09 | i
CN1CCN(c2ccc([N+](=O)[O-])c(N/N=C3\CN4CCC3CC4)c2)CC1 | 1.8 | i
CCCC12CN3CCN(CC(C3)/C1=N\NC(=O)c1ccncc1)C2 | 0.82 | i
Cc1[nH]c2ccccc2c1CCN | -1.2 | i
CC(C)OC(=O)C1C(=O)NC2(C)CC1c1ccccc1O2 (stereo not drawn) | -1.5 | i
N#CCCn1cc(C=C2C(=O)NC(=O)NC2=O)c(-c2ccccc2)n1 | 0.72 | i

# (next part)
SMILES | Kir21 block | KCNQ2 inh
O=[N+]([O-])c1ccccc1CNCCc1c[nH]c2ccccc12 | -0.7 | i
COc1cccc(-c2nn(CCC#N)cc2C(=O)Nc2ccccc2Cl)c1 | -0.97 | i
Oc1ccc(-[n+]2c(-c3ccccc3)cc(-c3ccccc3)cc2-c2ccccc2)cc1 | -10* | -6.9*
CN(C)CCN(CC1CCCN(Cc2ccccc2F)C1)C(=O)Cc1c(F)cccc1F (stereo not drawn) | 1.3 | i
COC(=O)C1=C(c2cc3ccccc3s2)C[C@@H]2CC[C@H]1N2C(=O)NCc1ccccc1 | -0.67 | i
O=C(c1ccccc1)c1ccc(N=Nc2c(O)[nH]c(=O)[nH]c2=O)cc1 | 2.4 | i
CC/C(=N\Nc1ccccc1)c1c(O)[nH]c(=O)[nH]c1=O | -0.7 | i
O=C(C1CCC(=O)N1Cc1ccccc1Cl)N1CCC2(CC1)OCCO2 (stereo not drawn) | 1.1 | i
COc1cc(N2CCOCC2)ccc1/C=C1\C(=O)NC(=O)N(Cc2ccc3c(c2)OCO3)C1=O | -1.5 | i
Cc1nnc2n1-c1ccc(Br)cc1C(c1ccccc1Cl)=NC2 | 0.01 | i
COC(=O)C(Cc1ccc(N(CCCl)CCCl)cc1)N=Cc1ccccc1O (stereo not drawn) | 0.6 | i
Nc1cc(C(=O)Nc2ccc(Cl)cc2)ccc1N1CC2CC(C1)c1cccc(=O)n1C2 (stereo not drawn) | -0.92 | i
O=C(CNC1CCCCC1)N1CCC2(CC1)OCCO2 | -0.33 | i
CCc1nc2ccc(Br)cc2c(=O)n1-c1ccccc1C(F)(F)F | 0.02 | i
Brc1cc2c(cc1CN1CCN(c3ccccc3)CC1)OCCO2 | -0.15 | i
O=C(CNC(=O)c1ccccc1Cl)Nc1ccc(Br)cc1C(=O)c1ccccc1 | 0.07 | i
Cc1ccnc(-n2c(-c3ccco3)nc3ccccc3c2=O)c1 | 0.95 | i
COc1cc(CC(C)N)c(OC)cc1I (stereo not drawn) | -0.04 | i

# Screening results from PubChem BioAssay.
